NCI-60 one-dose screen, 48 h, at 10 µM unless noted. Numbers give growth in % (100 = growth as untreated, 0 = no growth, -100 = all killed).
CCRF-CEM = CCRF-CEM leukemia. actives 7% (n = 77,000)
MDA-MB-468 = MDA-MB-468 breast cancer; actives 8.5% (n = 78,000)
MDA-MB-231 = MDA-MB-231 breast cancer. actives 5% (n = 81,000). AID 1794789
RPMI-8226 = RPMI-8226 leukemia cells; actives 7.5% (n = 77,000)
K-562 = K-562 leukemia. actives 7.4% (n = 78,000)
MCF7 = MCF7 breast cancer. AID 1794796. actives 6.3% (n = 82,000)
MOLT-4 = MOLT-4 leukemia cells | actives 6.9% (n = 80,000) | AID 1794779
SR = SR leukemia cells; actives 8.7% (n = 73,000); AID 1794780
An asterisk follows results filed as active; . = no result given; & = joins results of further samples. How the source made its calls: active means growth percent below 10; inactive means the rest.

(1) Cn1cc(-c2csc(-c3cn(CCCCN4CCOCC4)c4ccc(F)cc34)n2)c2cccnc21
(2) O=C1CCCCC1CN1CCCCC1 (stereo not drawn)
(3) BrCc1ccc(Br)cc1
(4) C[C@H]1C[C@H]2[C@@H]3CC[C@](C)(O)[C@@]3(C)CC(=O)[C@]2(F)[C@@]2(C)CCC(=O)C=C12
(5) O=c1[nH]cnc2[se]c3c(c12)CCCCC3
(6) Cc1cc(C)c(CCN(C)C)c(C)c1
Assay by compound	1	2	3	4	5	6
CCRF-CEM	-60*	99	105	.	102	110
MDA-MB-468	65	112	99	98	107	106&105
MDA-MB-231	35	116	112	120	92	114&105
RPMI-8226	49	108	111	80	98	104&106
K-562	-50*	119	91	93	105	100
MCF7	78	91	93	110	96	101&91
MOLT-4	47	116	97	84	100	105
SR	37	123	91	75	94	83

(7) CC12CC(=O)C3C(CCC4CC=CCC43C)C1CCC2=O (stereo not drawn)
(8) O=C1CCC(c2ccccc2)(c2ccccc2)C(=O)N1
(9) CC1([N+](=O)[O-])COP(=O)(Nc2ccc(Cl)cc2)OC1 (stereo not drawn)
(10) N/C(=N/N=C/c1ccncc1)N[N+](=O)[O-]
(11) CC1=C(C=O)C2=C(C)C3(CC3)[C@@](C)(O)C(=O)C2=C1
(12) CCN1C(=O)NC(=O)C(C)(N2C(=O)c3c(F)c(F)c(F)c(F)c3C2=O)C1=O (stereo not drawn)
Assay by compound	7	8	9	10	11	12
CCRF-CEM	100	93	79	101	18	19
MDA-MB-468	82	.	.	110	-34*	-6.7*
MDA-MB-231	96	100	102	.	-43*	10.0*
RPMI-8226	97	113	96	106	17	2.6*
K-562	102	93	51	90	.	-71*
MCF7	118	99	102	99	14	13
MOLT-4	93	108	85	84	.	-51*
SR	91	106	.	91	.	-65*

(13) COc1ccc(CC(N)c2ccc(OC)c(OC)c2)cc1OC (stereo not drawn)
(14) N#CCCN1CCN(c2ccccc2)CC1
(15) C[Se]/C=C1/C(=O)N(c2c(Cl)cccc2Cl)c2ccccc21
(16) Cc1cccc(NP2(=O)NCCCN2)c1
(17) COP(=S)(OC)Oc1ccc(Sc2ccc(OP(=S)(OC)OC)cc2)cc1
(18) CCCC(=O)OC(C(Cl)(Cl)Cl)P(=O)(OC)OC (stereo not drawn)
Assay by compound	13	14	15	16	17	18
CCRF-CEM	100	119	10	79	75	102
MDA-MB-468	103	95	-6.7*	110	71	109
MDA-MB-231	102	122	31	105	95	116
RPMI-8226	95	117	2.9*	94	.	107
K-562	102	108	20	.	80	109
MCF7	94	88	17	104	78	100
MOLT-4	90	134	10	88	.	101
SR	98	127	2.1*	97	.	99

(19) Cc1cccc(-c2nc3c(s2)CC[C@@]2(C)C3=CC[C@@H]3[C@@H]2CC[C@]2(C)C(=O)CC[C@@H]32)c1
(20) CN(C)c1ccccc1
(21) CN(N=O)C1CCS(=O)(=O)C1 (stereo not drawn)
(22) Nc1c(S(=O)(=O)O)cc(Nc2ccc(S(=O)(=O)O)c(Nc3nc(Cl)nc(Cl)n3)c2)c2c1C(=O)c1ccccc1C2=O
(23) C#CCOC(=O)Cc1ccccc1
(24) C=CCNC(=O)C(Br)C(C)C (stereo not drawn)
Assay by compound	19	20	21	22	23	24
CCRF-CEM	100	110	123	100	101	.
MDA-MB-468	101	101	.	117	105	104
MDA-MB-231	111	102	98	106	111	118
RPMI-8226	103	108	108	102	108	102
K-562	97	104	113	79	102	94
MCF7	101	104	95	92	104	98
MOLT-4	97	109	98	104	102	96
SR	104	108	96	.	100	91

(25) CC12OOC(C)(OO1)C2CCC(=O)OCCNc1ccnc2cc(Cl)ccc12 (stereo not drawn)
(26) C[C@]12CC[C@H]3[C@@H](CC=C4c5sc(-c6ccccc6O)nc5CC[C@@]43C)[C@@H]1CC[C@@H]2O
(27) NC(N)=NC(N)=Nc1ccc(Cl)cc1
(28) C=CCCC1(C2=CCCCC2)C(=O)NC(=O)NC1=O
(29) CC(=O)O[C@H]1CC[C@@]2(C)C(=CC[C@H]3[C@@H]4C[C@@H](N5CC5)[C@H](C(C)=O)[C@@]4(C)CC[C@@H]32)C1
(30) C=CCc1ccc2c(c1)OCO2
Assay by compound	25	26	27	28	29	30
CCRF-CEM	9.3*	70	90	101	78	96
MDA-MB-468	-52*	62	111	94	79	94
MDA-MB-231	91	80	113	107	91	109
RPMI-8226	8.4*	20	94	105	79	96
K-562	3.4*	12	99	97	72	114
MCF7	24	67	103	97	73	106
MOLT-4	26	74	93	103	63	126
SR	-27*	39	95	103	59	127

(31) CCOP(=S)(OCC)Oc1ccc(Sc2ccc(OP(=S)(OCC)OCC)cc2)cc1
(32) Cc1ccc(CNc2nc3ccc(OC/C(=C/F)CN)cc3o2)cn1
(33) Cc1cc([Se][Se]c2cc(C)c(C)cc2[N+](=O)[O-])c([N+](=O)[O-])cc1C
(34) Cc1cc[n+](CCC[n+]2ccc(C)cc2)cc1
(35) CC(C)(Br)C(=O)c1ccco1
(36) CC1(C)N=C(N)N=C(N)N1c1ccc(CCCC(=O)Nc2ccc(S(=O)(=O)F)cc2)cc1
Assay by compound	31	32	33	34	35	36
CCRF-CEM	82	105	.	101	95	37
MDA-MB-468	98	109	117	110	.	56
MDA-MB-231	117	80	96	113	94	102
RPMI-8226	95	105	108	108	107	62
K-562	91	108	92	86	108	16
MCF7	114	89	101	110	90	55
MOLT-4	89	100	.	87	102	49
SR	97	101	92	98	93	16

(37) C=C[C@H]1CN2CC[C@H]1C[C@H]2[C@H](O)c1ccnc2ccccc12
(38) O=C1NC(=O)C(=Cc2ccncc2)C(=O)N1
(39) NC(N)=Nc1ccc(N)cc1
(40) C=C(C(=O)OC1CC2CCC(C1)[N+]2(C)[O-])c1ccccc1 (stereo not drawn)
(41) COc1ccc(C=O)cc1O
(42) OC1CCCCC1N1CCC(c2ccccc2)CC1 (stereo not drawn)
Assay by compound	37	38	39	40	41	42
CCRF-CEM	118	96	89&97	97	84	99
MDA-MB-468	111	101	89&102	107	109	116
MDA-MB-231	97	101	99&115	119	118	119
RPMI-8226	113	101	88&103	102	79	107
K-562	86	94	87&102	96	87	.
MCF7	102	105	97&102	104	100	94
MOLT-4	101	105	87&110	65	92	80
SR	94	.	92&100	77	84	94

(43) CC1(C)C(C(=O)c2cn(CCCCCO)c3ccccc23)C1(C)C
(44) COc1cccc(C2CCN(C)C2)c1 (stereo not drawn)
(45) O=C(/C=C/c1cccc(Br)c1)c1nc2ccccc2n1Cc1ccc(F)cc1
(46) COc1ccc(C(=O)OC2CC3CCC(C2)N3C)cc1OC (stereo not drawn)
(47) CN1C(=O)C(=Cc2cn(C(=O)c3ccc(Cl)cc3)c3ccccc23)C(=O)N(C)C1=O
(48) COc1ccc(S(=O)(=O)Nc2c(/C=C\c3cc(OC)c(OC)c(OC)c3)ccc(OC)c2O)cc1OC
Assay by compound	43	44	45	46	47	48
CCRF-CEM	93	92	-19*	94	125	12
MDA-MB-468	104	101	4.9*	107	.	14
MDA-MB-231	110	106	.	104	84	1.4*
RPMI-8226	97	103	-25*	105	97	25
K-562	88	106	5.4*	103	130	17
MCF7	96	102	8.4*	101	84	16
MOLT-4	66	105	3.4*	104	106	17
SR	80	104	-7.3*	106	74	16

(49) CN1C(=O)C(=Cc2cn(Cc3ccccc3)c3ccccc23)C(=O)N(C)C1=O
(50) O=C(O)C(O)(c1ccccc1)C1CCCC1 (stereo not drawn)
(51) C[C@@H]1C[C@@H]2[C@H](CC[C@]3(C)[C@@H](O)CC[C@@H]23)[C@@]2(C)CC[C@H](O)C[C@H]12
(52) CC12OOC(C)(OO1)C2CCC(=O)NCCNc1ccnc2cc(Cl)ccc12 (stereo not drawn)
(53) CC1(CCO)C(=O)NC(=S)NC1=O
(54) COc1ccc(C2=NN(C=O)C(c3sc(N(CCCl)CCCl)nc3Cl)C2)cc1 (stereo not drawn)
Assay by compound	49	50	51	52	53	54
CCRF-CEM	92	97	95	81	102	90
MDA-MB-468	-49*	106	103	83	107	92
MDA-MB-231	76	101	103	97	99	87
RPMI-8226	36	82	90	79	.	.
K-562	51	96	103	39	105	79
MCF7	64	98	110	82	107	92
MOLT-4	97	94	94	99	110	71
SR	69	116	98	21	99	91

(55) c1ccc(CNC2CN3CCC2CC3)cc1 (stereo not drawn)
(56) COc1ccc(Cl)cc1C(=O)CCl (tested in a mixture with another compound)
(57) COc1cc(C=C2C(=O)NC(=O)NC2=O)ccc1O
(58) CCCN(CCC)N=O
(59) CC[C@@H]1[C@@H](C)O[C@@](O)([C@@H](C)[C@H](O)[C@H](C)[C@H]2OC(=O)/C=C/C=C/[C@H](C)[C@@H]([C@@H](C)[C@@H](O)[C@H](C)[C@@]3(O)C[C@@H](O[C@H]4C[C@@H](O)[C@H](O)C(C)O4)[C@H](CC)[C@@H](C)O3)OC(=O)/C=C/C=C/[C@@H]2C)C[C@H]1O[C@@H]1C[C@@H](O)[C@H](O)C(C)O1 (stereo partly drawn)
(60) NC(=O)NC(=O)CI
Assay by compound	55	56	57	58	59	60
CCRF-CEM	108	16	113	112	-61*	.
MDA-MB-468	122&114	114	.	111	-84*	84
MDA-MB-231	111&105	108	97	100	-68*	95
RPMI-8226	103&123	86	.	116	-65*	91
K-562	107&119	62	109	109	-72*	18
MCF7	114&102	70	106	98	-69*	94
MOLT-4	108&109	79	.	107	-73*	14
SR	102	82	.	104	-49*	26

An excerpt from above in order of formula weight, lowest first:
(58) CCCN(CCC)N=O
(53) CC1(CCO)C(=O)NC(=S)NC1=O
(55) c1ccc(CNC2CN3CCC2CC3)cc1 (stereo not drawn)
(56) COc1ccc(Cl)cc1C(=O)CCl (tested in a mixture with another compound)
(57) COc1cc(C=C2C(=O)NC(=O)NC2=O)ccc1O
(46) COc1ccc(C(=O)OC2CC3CCC(C2)N3C)cc1OC (stereo not drawn)
(49) CN1C(=O)C(=Cc2cn(Cc3ccccc3)c3ccccc23)C(=O)N(C)C1=O
(52) CC12OOC(C)(OO1)C2CCC(=O)NCCNc1ccnc2cc(Cl)ccc12 (stereo not drawn)
Assay by compound	58	53	55	56	57	46	49	52
CCRF-CEM	112	102	108	16	113	94	92	81
MDA-MB-468	111	107	122&114	114	.	107	-49*	83
MDA-MB-231	100	99	111&105	108	97	104	76	97
RPMI-8226	116	.	103&123	86	.	105	36	79
K-562	109	105	107&119	62	109	103	51	39
MCF7	98	107	114&102	70	106	101	64	82
MOLT-4	107	110	108&109	79	.	104	97	99
SR	104	99	102	82	.	106	69	21

(47) CN1C(=O)C(=Cc2cn(C(=O)c3ccc(Cl)cc3)c3ccccc23)C(=O)N(C)C1=O
(45) O=C(/C=C/c1cccc(Br)c1)c1nc2ccccc2n1Cc1ccc(F)cc1
(54) COc1ccc(C2=NN(C=O)C(c3sc(N(CCCl)CCCl)nc3Cl)C2)cc1 (stereo not drawn)
(48) COc1ccc(S(=O)(=O)Nc2c(/C=C\c3cc(OC)c(OC)c(OC)c3)ccc(OC)c2O)cc1OC
(59) CC[C@@H]1[C@@H](C)O[C@@](O)([C@@H](C)[C@H](O)[C@H](C)[C@H]2OC(=O)/C=C/C=C/[C@H](C)[C@@H]([C@@H](C)[C@@H](O)[C@H](C)[C@@]3(O)C[C@@H](O[C@H]4C[C@@H](O)[C@H](O)C(C)O4)[C@H](CC)[C@@H](C)O3)OC(=O)/C=C/C=C/[C@@H]2C)C[C@H]1O[C@@H]1C[C@@H](O)[C@H](O)C(C)O1 (stereo partly drawn)
Assay by compound	47	45	54	48	59
CCRF-CEM	125	-19*	90	12	-61*
MDA-MB-468	.	4.9*	92	14	-84*
MDA-MB-231	84	.	87	1.4*	-68*
RPMI-8226	97	-25*	.	25	-65*
K-562	130	5.4*	79	17	-72*
MCF7	84	8.4*	92	16	-69*
MOLT-4	106	3.4*	71	17	-73*
SR	74	-7.3*	91	16	-49*

Screens deposited in PubChem BioAssay by NCI.

Some of the compounds tested, so the mix of outcomes need not match the whole.
